Mito fusion act – mitochondrial division inhibition or fusion activation. Potency, µM (series often up to 46.1 µM), inactives show top-dose growth rescue (activation), actives largely listed as activators. 320,000 tested, 0.23% active. AID 485298. S. cerevisiae fusion-defective mutant growth rescue, CellTiterGlo 48 h;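 also: potency is read from the fitted curve at half-maximal effect; % of control where 0% means no effect; nearly all actives have a fitted effect of over 45% in size; temperature-sensitive fusion mutants such as fzo1-1 at 37 °C on non-fermentable ethanol glycerol medium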
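Compounds are tested for their ability to restore growth of mitochondrial fusion-defective yeast strains at non-permissive 37C in YPEG medium over 48 hours. Viability is quantified by luciferase luminescence.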
hERG WT inh – inhibitors of human wildtype KCNH2 potassium channel; U2OS, BacMam KCNH2, thallium flux FluxOr; active compounds read low; activity change, % at 1.84 µM; Q12809; 340,000 tested, 0.37% active;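 active = maximum activity change below -70%; inconclusive = maximum activity change between -70% and -50%; inactive = maximum activity change above -50%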; also: % is scaled to controls: 0 for no effect and ±100 for the full control effect
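U2OS cells transduced with wild-type KCNH2 virus are loaded with FluxOr dye for 45 min, and thallium flux is measured in kinetic reads before and after stimulation buffer. Rate constants are normalized to DMSO controls.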
USP2a block – USP2a (human) protease inhibition; AID 463254; 330,000 tested, 0.01% active; USP2 core, Ub-CHOP2 coupled fluorogenic reporter, 485/531; Potency, µM (titrated, usually from 38.3 µM), without a hit: top-dose activity change, negative = inhibition, hits mostly inhibitors;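 also: potency is read from the fitted curve at half-maximal effect; plate controls were DMSO wells for no effect and full inhibition by NEM control for full effect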
Target sequence (O75604 whole entry, looked up): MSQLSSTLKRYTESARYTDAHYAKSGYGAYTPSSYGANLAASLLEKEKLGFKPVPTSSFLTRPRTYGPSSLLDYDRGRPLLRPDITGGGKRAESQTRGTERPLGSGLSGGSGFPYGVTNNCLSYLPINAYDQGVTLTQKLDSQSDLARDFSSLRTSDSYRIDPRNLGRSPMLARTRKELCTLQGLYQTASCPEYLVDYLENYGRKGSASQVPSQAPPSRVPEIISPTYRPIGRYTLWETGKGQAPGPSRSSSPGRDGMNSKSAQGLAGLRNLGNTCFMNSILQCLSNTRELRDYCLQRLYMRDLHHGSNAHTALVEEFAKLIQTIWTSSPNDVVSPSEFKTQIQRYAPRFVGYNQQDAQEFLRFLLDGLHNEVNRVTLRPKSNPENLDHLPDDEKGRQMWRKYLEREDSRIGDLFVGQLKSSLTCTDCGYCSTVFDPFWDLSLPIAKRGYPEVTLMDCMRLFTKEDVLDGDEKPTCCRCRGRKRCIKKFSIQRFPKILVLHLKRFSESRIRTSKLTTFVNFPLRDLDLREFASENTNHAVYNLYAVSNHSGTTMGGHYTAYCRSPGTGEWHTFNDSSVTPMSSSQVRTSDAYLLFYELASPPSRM
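Deubiquitinase activity read as fluorescence (485/531 nm) after Ub-CHOP2 cleavage activates the enterokinase reporter on its substrate; USP2 core 10nM, Ub-CHOP2 and substrate 25nM each, 30min compound preincubation then 60min RT; data normalized to NEM, curves fitted.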
BCR signal inh – blocks chronic active B-cell receptor signaling; ABC-DLBCL IkBa-CBG/CBR reporter, luminescence ratio, 4 h; Potency, µM (highest dose often 46.1 µM), inactives show top-dose ratio change, negative = lower green/red ratio, hits mostly inhibitors; 340,000 tested, 0.05% active; AID 493014; active = well fitted inhibition curve with a large enough effect in the signal ratio, with a control signal flat, not every such curve was filed as active; inconclusive = small, poorly fitted or top-dose-only effect, or effect the other way, or a change in a side signal; the % refers to the signal ratio;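 also: potency is read from the fitted curve at half-maximal effect; plate controls were basal doxycycline-induced cells for no effect and cells given 10 µM MG132 for full effect; MG132 reads +100%, hits lower the ratio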
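TMD8 ABC-DLBCL cells carrying doxycycline-inducible green luciferase fused to IkappaBalpha plus unfused red luciferase were exposed to compounds (up to 46 uM) for 4 hrs at 37C. Activity came from the overlap-corrected green/red luminescence ratio.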
S-ASM inh – inhibitors of human secretory acid sphingomyelinase. P17405. placental ASM, HMU-PC fluorogenic substrate, 60 min. Potency, µM (doses to about 57.5 µM), inactives show top-dose activity change, negative = inhibition, hits mostly inhibitors. 340,000 tested, 0.006% active; also: potency is read from the fitted curve at half-maximal effect
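Fluorogenic HMU-PC substrate (9 uM final) is turned over by placental ASM in 60 min at 37 C after a 10 min compound preincubation. Reaction ended by alkaline stop (pH 10), with fluorescence read at 386/447 nm.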
PKM2 activator – PKM2 (human) enzyme activation | Potency, µM (titrated, usually from 57.5 µM), for the others: at the top dose activation, most hits filed as activators | purified PKM2, Kinase-Glo ATP luminescence, activation; response scale: 0% is enzyme alone, no compound | 260,000 tested, 0.34% active | P14618; also: potency is read from the fitted curve at half-maximal effect; % is scaled to controls: 0 for no effect and ±100 for the full control effect; nearly all actives have a fitted effect of over 55% in size
Target sequence (P14618 whole entry, looked up): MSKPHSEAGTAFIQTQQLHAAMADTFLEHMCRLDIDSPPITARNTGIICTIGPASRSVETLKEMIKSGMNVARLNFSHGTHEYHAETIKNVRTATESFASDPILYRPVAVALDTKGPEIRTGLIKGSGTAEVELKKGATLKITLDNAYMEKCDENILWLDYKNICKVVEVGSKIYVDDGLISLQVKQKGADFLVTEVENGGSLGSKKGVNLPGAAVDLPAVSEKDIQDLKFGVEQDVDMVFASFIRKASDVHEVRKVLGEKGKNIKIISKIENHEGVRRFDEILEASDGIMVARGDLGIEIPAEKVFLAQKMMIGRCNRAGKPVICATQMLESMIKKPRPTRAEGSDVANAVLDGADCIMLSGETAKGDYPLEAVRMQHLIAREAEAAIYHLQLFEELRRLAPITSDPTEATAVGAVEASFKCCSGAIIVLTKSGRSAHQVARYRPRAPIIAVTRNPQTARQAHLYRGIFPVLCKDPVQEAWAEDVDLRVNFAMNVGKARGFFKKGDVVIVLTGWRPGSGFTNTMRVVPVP
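Purified hPK-M2 (>95% pure) converted ADP (0.1 mM final) to ATP with 0.5 mM PEP in 50 mM imidazole pH7.2, KCl, MgCl2, Tween 20, BSA; 1 h at room temperature. ATP detected by Kinase-Glo luminescence.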
Eya2 phos inh – blocks the phosphatase activity of human Eya2. Potency, µM (top dose mostly 76.9 µM), for the others: at the top dose activity, negative = inhibition, usual class: inhibitors. O00167. recombinant Eya2, OMFP fluorescence dephosphorylation (OMFP is methylfluorescein phosphate). AID 488837. 330,000 tested, 0.006% active; also: potency is read from the fitted curve at half-maximal effect; % is scaled to controls: 0 for no effect and ±100 for the full control effect
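Eya2 (0.2 uM) preincubated 10 min at ambient with compound, then OMFP substrate added at 50 uM; 10 min reaction in 50 mM HEPES pH 7.5, 50 mM NaCl, 5 uM MgCl2, 0.05% BSA, 1 mM DTT. Fluorescence read at Ex 485/Em 525 nm.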
GALK inh – galactokinase (human) inhibition. Purified GALK, Kinase-Glo residual ATP luminescence. AID 1868. Potency, µM (series often up to 57.5 µM), inactives show at the top dose activity change, negative = inhibition, hits mostly inhibitors. 270,000 tested, 0.007% active; also: potency is read from the fitted curve at half-maximal effect; % is scaled to controls: 0 for no effect and ±100 for the full control effect
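ATP-depletion format; final 35 uM ATP, 100 uM D-galactose, 5 nM enzyme; pH 8.0 HEPES/Mg2+ buffer; 60 min RT; luminescence read 10 min after detection reagent.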
TSHR antagonist – human thyrotropin receptor antagonism; TSHR-expressing cells, TSH-stimulated cAMP HTRF, 2 h; active compounds read low; activity change, negative = inhibition, % at 11.5 µM; 330,000 tested, 0.2% active; AID 504810;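 active = activity change below a set negative limit, meaning inhibition stronger than a set level, cut at about -70% in these data; inconclusive = activity change between two set negative limits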; also: % is scaled to controls: 0 for no effect and ±100 for the full control effect
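Freshly harvested TSHR cells receive pin-tooled compound, then EC80 TSH at 4nM final. After 2 hours at 37 deg C, antibody in lysis buffer and cAMP-d2 are added; 30 minutes at ambient temperature precede the HTRF read.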
MBNL1 CUG block – inhibitors of human MBNL1 binding to CUG repeat RNA; Q9NR56; TR-FRET MBNL1-His/biotin-(CUG)12 binding, 665/545 ratio; Potency, µM (top dose mostly 57.5 µM), for the others: at the top dose activity change, negative = inhibition, actives largely listed as inhibitors; 280,000 tested, 0.036% active; AID 2675; active = well fitted inhibition curve with a large enough effect in the signal ratio, with a control signal flat, not every such curve was filed as active; inconclusive = small, poorly fitted or top-dose-only effect, or effect the other way, or a change in a side signal; inactive = no such curve, though single readings can be large or run the other way; the % refers to the signal ratio; also: potency is read from the fitted curve at half-maximal effect; % is scaled to controls: 0 for no effect and ±100 for the full control effect
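TR-FRET between His-tagged MBNL1 and biotin-(CUG)12 RNA, detected with Tb anti-His antibody (0.055 ng/ul) and streptavidin-XL665 (5 nM), 60 min at room temperature. Compounds titrated 92 nM to 58 uM; 665/545 nm ratio normalized to buffer and complex controls.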
Menin-MLL TR inh – inhibitors of human menin-MLL interaction, mutant MLL peptide; O00255; Potency, µM (series often up to 61.6 µM), for inactives: at the top dose FP activity change, negative = inhibition, actives largely listed as inhibitors; AID 1768; 270,000 tested, 0.23% active; Menin + Texas Red MLL mutant peptide, fluorescence polarization; active = well fitted inhibition curve with a large enough effect in the polarisation, with a control signal flat, not every such curve was filed as active; inconclusive = small, poorly fitted or top-dose-only effect, or effect the other way, or a change in a side signal; inactive = no such curve, though single readings can be large or run the other way; the % refers to the polarisation; also: potency is read from the fitted curve at half-maximal effect; % of control where 0% means no effect; many of its hits are not listed in these tables
Numbers without * were called inactive; i = inactive; ? = inconclusive; . = no result given; [ ] = dose if it differs, or a comment. Unless noted, calls follow the shape of the dose curve; as a rule, active = well fitted curve in the direction sought with a large enough effect; inconclusive = small, poorly fitted or top-dose-only effect, or another doubt; inactive = no such curve, though single readings can be large; an effect the other way counts as inactive or inconclusive.

SMILES | Mito fusion act | hERG WT inh | USP2a block | BCR signal inh | S-ASM inh | PKM2 activator | Eya2 phos inh | GALK inh | TSHR antagonist | MBNL1 CUG block | Menin-MLL TR inh
O=S(=O)(Cc1ccc(Cl)cc1)N1CCN(Cc2ccccc2)CC1 | 1% | -5 | -2% | 3% | 2% | 19% | -13% | 0% | 8 | -7% | 6%
CC(OC(=O)c1cccc(S(=O)(=O)N2CCCC2)c1)C(=O)NC1CCCCC1C (stereo not drawn) | -3% | 1 | -1% | 5% | -3% | . | -16% | . | 10 | . | .
CCc1ccc(-n2c(C)n[nH]c2=S)cc1 | -3% | 5 | -1% | 2% | 1% | -8% | -10% | 0% | -7 | 7% | 2%
CCc1nnc(NC(=O)CSCc2cc(=O)n3nc(C(C)C)sc3n2)s1 | -3% | 52 | 5% | -2% | 0% | . | -1% | -1% | -5 | -3% | .
CCc1ccc(C(=O)COC(=O)c2ccccc2OC)cc1 | -2% | 5 | -1% | -9% | -2% | -11% | -3% | -4% | -1 | -1% | .
CC(=O)N1CC(c2ccccc2)C(c2ccc(Cl)cc2)=N1 (stereo not drawn) | -3% | 9 | 0% | -1% | 1% | 1% | 1% | . | -12 | 2% | -11%
Cc1onc(-c2ccc3c(c2)OCO3)c1-c1ccc2[nH]ccc2c1 | 10% | -2 | -1% | ? | -2% | 2% | -14% | . | -3 | -3% | ?
N#CCC(=O)Nc1cc(C(F)(F)F)ccc1N1CCOCC1 | -2% | -5 | -1% | -3% | 0% | 0% | -13% | 1% | -14 | -3% | 0%
Cn1c(=O)n(C)c2cc(CN3C(=O)OC(C)(C)C3(C)O)ccc21 (stereo not drawn) | 0% | -6 | 1% | -8% | 5% | -9% | -4% | 2% | 2 | -9% | 6%
COc1cccc(OCCCCSc2ncccn2)c1 | 3% | -5 | -1% | ? | 4% | -2% | 9% | 1% | -13 | -1% | 20%
Cc1c(S(=O)(=O)N2CCN(c3ccccc3)CC2)c(=O)n(C)c(=O)n1C | -5% | -15 | 8% | -8% | 1% | 1% | -16% | -1% | -5 | 10% | .
Cc1ccc(Nc2ccc(C(F)(F)F)cc2[N+](=O)[O-])cc1 | -3% | -3 | 2% | 2% | -11% | -9% | -2% | 3% | -7 | . | 4%
COCCN(C(=O)CSc1nc2ccc(Cl)cc2[nH]1)c1c(N)n(Cc2ccccc2)c(=O)[nH]c1=O | 0% | 0 | 0% | 1% | -1% | 2% | 7% | -2% | -7 | 4% | 3%
CC(C)(C)OC(=O)N1CCC[C@H]1c1nnc(SCC(=O)Nc2ccc(Br)cc2)o1 | -2% | 4 | 1% | 0% | 1% | -2% | -23% | -1% | -6 | . | .
Cc1nc2ccc(NS(=O)(=O)c3ccc(F)cc3)cc2s1 | 4% | -7 | 0% | -5% | 1% | 11% | -6% | 7% | 3 | -4% | 5%
Cc1cc(C(=O)COC(=O)c2ccc3c(c2)NC(=O)CS3)c(C)n1CCc1ccc(Cl)cc1 | 13% | -2 | 1% | ? | 0% | -1% | 2% | 2% | 7 | 4% | 18%
O=C(CCSc1nnc2ccccn12)Nc1ccc(F)cc1 | -2% | 47 | 1% | 0% | 0% | 5% | 12% | 0% | -1 | 3% | 1%
Cc1cc(CNC(=O)c2ccc3nc(Cc4ccccc4F)oc3c2)nn1C | 2% | 0 | 2% | 0% | -1% | . | 7% | 4% | 2 | -5% | .
CCCNC(=O)N(CCOC)CC1CCCN(C2Cc3ccccc3C2)C1 (stereo not drawn) | 2% | 2 | 0% | 0% | -1% | -1% | 1% | 2% | -1 | -1% | 2%
Oc1ccc(Nc2nc(NCC3CCCO3)c3ccccc3n2)cc1 (stereo not drawn) | -8% | 4 | 0% | ? | -2% | 2% | -8% | -2% | -16 | ? | 18%
O=C(c1ccc(F)cc1)C1CCN(S(=O)(=O)c2ccccc2)CC1 | 12% | 8 | -1% | -2% | -7% | -19% | 7% | 1% | 6 | -4% | 19%
COC(=O)c1ccc(COc2ccc(/C=N/O)cc2OC)o1 | 13% | -6 | 4% | -26% | -2% | ? | -7% | -3% | 24 | -13% | ?
COCCCN1C(=O)C2C(C(=O)Nc3cc(C)cc(C)c3)C3C=CC2(O3)C1C(=O)NC1CCCCC1 (stereo not drawn) | -3% | -17 | 1% | -1% | 7% | 1% | -18% | 14% | 7 | 2% | -18%
COc1cc(/C=N/NC(=O)c2nc3ccccn3c2C)cc(OC)c1O | 3% | -4 | 3% | -14% | -3% | 2% | 9% | 1% | 10 | ? | -3%
Cn1c(=O)n(C)c2cc(NS(=O)(=O)c3ccc(F)cc3)ccc21 | -3% | 7 | 1% | -13% | 4% | ? | 7% | 1% | 4 | 2% | -1%
O=C(Nc1ccc2c(c1)OCCO2)C1CCN(C(=O)c2ccc(Cl)cc2)CC1 | -6% | 6 | -4% | -4% | 1% | -1% | 0% | -2% | 0 | -2% | -12%
CCOC(=O)CSC1=N/C(=C\c2cc(OC)c(OC)c(OC)c2)C(=O)N1C | 4% | -2 | -1% | -11% | 95%[activator] | 6% | -3% | 0% | 0 | -9% | -3%
CC(C)(C)CNc1cc(N2CCOCC2)ccc1[N+](=O)[O-] | 16% | 8 | 0% | ? | -20% | -3% | -3% | -2% | -10 | ? | -9%
CCN(CC(=O)Nc1cc(Cl)ccc1C)C(=O)Cc1sc(C)nc1-c1ccc(F)cc1 | 7% | 5 | 0% | 4% | 6% | . | -13% | . | 3 | . | .
CCCc1ccc(S(=O)(=O)Nc2ccc(C)c(NS(C)(=O)=O)c2)cc1 | 5.6µM* | 0 | 0% | 2% | 0% | 4% | -4% | -1% | -17 | 0% | .
O=C(Cn1nc(Cc2ccncc2)c2ccccc2c1=O)N1CCN(C(=O)c2ccco2)CC1 | -3% | 1 | 0% | -4% | 4% | 0% | ? | -2% | -4 | 23% | -19%
Cc1cc(SC(C)C(=O)Nc2c(C)n(C)n(-c3ccccc3)c2=O)nc2ccccc12 (stereo not drawn) | -6% | 1 | 0% | -4% | 1% | -2% | 4% | 1% | -8 | -3% | -30%
CC(C)CC(=O)Nc1cc(NC(=O)CC(C)C)cc(C(=O)NC(C)(C)C)c1 | -1% | 4 | 0% | -12% | -3% | 3% | 14% | 1% | -8 | -4% | 7%
CCC(C)(C)n1nnnc1C(c1ccc(C)cc1)N1CCC(C)CC1 (stereo not drawn) | -2% | 2 | 1% | 10% | 4% | 4% | -10% | . | -6 | 2% | ?
Cn1cccc1Cc1nnc(SCC(=O)NC2CCCCC2)n1CCc1ccccc1 | -4% | -3 | 0% | 0% | 3% | 8% | 0% | 0% | 0 | 9% | -7%
CCc1cc2c(CN3CCN(Cc4ccccc4)CC3)cc(=O)oc2cc1O | 14% | 15 | 3% | 3% | i | . | -2% | -3% | 2 | -5% | ?
CC(C)(O)C#Cc1ccc(C(=O)N2CCC(C(N)=O)(N3CCCCC3)CC2)cc1 | -3% | -8 | -1% | 4% | 0% | -6% | -5% | 5% | 2 | -6% | 2%
CC1CCN(C(=O)c2ccc(-n3cnnn3)cc2)CC1 | 0% | 4 | 3% | -6% | 6% | 5% | 5% | 1% | 8 | -27% | -5%
CC(=O)Nc1ccc(SCC(=O)NC(=O)c2ccc(S(=O)(=O)N(C)C)cc2)cc1 | . | -94* | 3% | 1% | 2% | . | -13% | . | . | . | .
CN(C)/C=C1/NC(=S)NC1=O | -2% | 9 | 1% | ? | 2% | -1% | 15% | 0% | -3 | ? | 7%
N#Cc1c(C(F)(F)F)cc(-c2ccc(F)cc2)nc1SCC(=O)O | -2% | 4 | 0% | -4% | 10% | 3% | -2% | 6% | -10 | 13% | 10%
COCCOC1CCN(C(=O)c2cc(COc3ccc(F)cc3F)on2)CC1 | 1% | -4 | 5% | ? | 0% | 3% | -2% | -6% | -11 | -14% | -18%

A portion of the library; the hit share may differ from the screen's.
